Pf growth 48h: P. falciparum growth inhibition at 48 hours (one generation) | actives 5.9% (n = 310,000) | P. falciparum luciferase growth in erythrocytes, 48 h | AID 504832 | Potency, µM (highest dose often 28.7 µM), without a hit: top-dose activity change, negative = inhibition, most hits filed as inhibitors; further: potency means the concentration at half of the fitted maximal effect; on the % scale 0 is the no-effect control and ±100 the full control effect
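Erythrocytes infected with P. falciparum carrying an integrated firefly luciferase reporter (2% hematocrit, 0.1% parasitemia final) were exposed to compounds in RPMI 1640 with 0.5% Albumax at 37 C, 5% CO2. Growth inhibition was scored as reduced luminescence.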
Shiga inhibitor: Shiga toxin inhibition | inhibition, % at 38.7 µM | actives 9.2% (n = 290,000) | AID 2315 | Vero cells, Shiga toxin protein synthesis inhibition reporter; in the data active means inhibition mostly above about 28%, no sharp cut-off; inactive means mostly below about 43%; further: 0% is about no effect
Tb PYK inh: T. brucei pyruvate kinase inhibition; Q57TT1; TbPYK enzyme, Kinase-Glo Plus ATP luminescence, 45 min; Potency, µM (top dose mostly 76.8 µM), for the others: at the highest dose activity, negative = inhibition, actives largely listed as inhibitors; actives 0.12% (n = 410,000); AID 624173; further: potency means the concentration at half of the fitted maximal effect; on the % scale 0 is the no-effect control and ±100 the full control effect; nearly all actives have a fitted effect of over 50% in size
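Readout: single end-point luminescence (Kinase-Glo Plus, 10 min). Reaction conditions were TbPYK/substrate plus 130 uM ADP, 45 min at RT, pH 7.2 TEA buffer. No-enzyme wells served as controls, and data were normalized before concentration-response fitting.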
AmpC no deterg: AmpC beta-lactamase inhibition without detergent. P00811. AmpC nitrocefin hydrolysis, absorbance 480 nm, 0.0001% Triton. Potency, µM (highest dose often 57.1 µM), inactives show at the top dose activity change, negative = inhibition, most hits filed as inhibitors. actives 0.52% (n = 330,000);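 further: potency means the concentration at half of the fitted maximal effect; plate controls were no compound for no effect and no enzyme for full effect; nearly all actives have a fitted effect of over 20% in size; some results filed as inactive show a strong effect at the top dose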
Target sequence (P00811 whole entry, looked up): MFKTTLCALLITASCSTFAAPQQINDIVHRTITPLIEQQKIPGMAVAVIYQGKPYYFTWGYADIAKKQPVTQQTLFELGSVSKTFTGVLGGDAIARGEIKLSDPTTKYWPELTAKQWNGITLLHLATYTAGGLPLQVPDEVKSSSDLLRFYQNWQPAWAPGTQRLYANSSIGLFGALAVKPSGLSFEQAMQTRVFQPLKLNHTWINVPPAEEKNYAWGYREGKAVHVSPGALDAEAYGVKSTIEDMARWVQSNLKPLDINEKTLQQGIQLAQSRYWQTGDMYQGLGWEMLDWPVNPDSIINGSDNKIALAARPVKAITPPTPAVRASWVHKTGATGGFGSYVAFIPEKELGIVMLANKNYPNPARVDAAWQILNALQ
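20 mM phosphate pH 7.0 + 0.01% (detergent screen) or 0.0001% Triton X-100; 5.3 nM AmpC reagent; cpd preinc 15 min RT; nitrocefin (800 uM stock) to start; A480 q20 s × 4 min; Activity was normalised to no-enzyme and no-compound control wells.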
LmPK inh: LmPK (Leishmania mexicana) enzyme inhibition; AID 1721; Potency, µM (top dose mostly 57.5 µM), inactives show top-dose activity change, negative = inhibition, usual class: inhibitors; Q27686; actives 0.37% (n = 290,000); purified LmPK, Kinase-Glo ATP luminescence, 1 h; further: potency means the concentration at half of the fitted maximal effect; on the % scale 0 is the no-effect control and ±100 the full control effect
Target sequence (Q27686 whole entry, looked up): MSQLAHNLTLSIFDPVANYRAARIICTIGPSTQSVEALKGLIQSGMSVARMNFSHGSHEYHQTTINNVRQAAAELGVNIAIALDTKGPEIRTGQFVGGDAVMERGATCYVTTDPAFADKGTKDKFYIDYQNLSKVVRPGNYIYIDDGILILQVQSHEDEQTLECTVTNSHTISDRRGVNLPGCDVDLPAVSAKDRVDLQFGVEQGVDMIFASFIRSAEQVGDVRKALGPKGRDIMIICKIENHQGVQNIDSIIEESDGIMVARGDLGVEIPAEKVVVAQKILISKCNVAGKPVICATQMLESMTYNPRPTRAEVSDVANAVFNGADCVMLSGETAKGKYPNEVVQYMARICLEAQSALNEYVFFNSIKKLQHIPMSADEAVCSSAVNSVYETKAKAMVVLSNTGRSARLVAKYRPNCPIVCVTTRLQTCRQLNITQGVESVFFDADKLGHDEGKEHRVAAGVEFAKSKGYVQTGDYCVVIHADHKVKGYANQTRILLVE
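ATP generated from ADP (0.1 mM) and PEP (0.5 mM) by 0.1 nM LmPK over 1 h at room temperature (pH 7.2 imidazole buffer) was detected by coupled luciferase luminescence. Values were normalized to uninhibited and no-enzyme wells.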
Cycloheximide cs: counter-screen for Shiga toxin inhibitors: cycloheximide protein synthesis inhibition | cell reporter, cycloheximide protein synthesis inhibition counterscreen | max response, % | actives 12% (n = 300,000) | AID 2314; in the data active means max response mostly above about 13%, no sharp cut-off; inactive means mostly below about 14%; further: read at 38.3 µM for the half of the compounds with a filed dose; 0% is about no effect
Pf growth 96h: P. falciparum growth inhibition at 96 hour, primary screen for plastid delayed-death inhibitors. P. falciparum luciferase reporter growth, 96 h. AID 504834. actives 6.9% (n = 320,000). Potency, µM (top dose mostly 28.7 µM), inactives show top-dose activity change, negative = inhibition, usual class: inhibitors; further: potency means the concentration at half of the fitted maximal effect; on the % scale 0 is the no-effect control and ±100 the full control effect
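Delayed-death screen, second-generation endpoint: infected erythrocytes, 2% hematocrit, 0.05% parasitemia final; 96 hours at 37 C, 5% CO2; luciferase detection reagent; luminescence decrease equals reduced growth.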
Numbers without * were called inactive; ? = inconclusive; . = not tested or not shown; & = joins results of further samples; [ ] = remark or other dose. Unless noted, the call rests on the fitted dose curve; in most records, active means well fitted curve in the direction sought with a large enough effect; inconclusive means small, poorly fitted or top-dose-only effect, or another doubt; inactive means no such curve, though single readings can be large; an effect the other way counts as inactive or inconclusive.

SMILES	Pf growth 48h	Shiga inhibitor	Tb PYK inh	AmpC no deterg	LmPK inh	Cycloheximide cs	Pf growth 96h
O=C(COc1ccccc1)Nc1ccc2[nH]c(=O)[nH]c2c1	23%	-7	-8%	-12%	1%	-2	23%
Cc1ccccc1-n1nc(C)c2c1N=C1C(Cl)=CC(Cl)=CN1C2c1ccc(C(=O)O)cc1 (centres undefined)	-10%	7	-13%	-29%	1%	-3	-21%
O=c1c2ccccc2ncn1-c1cccc(Cl)c1	71%[activator]	1	-4%	-13%	2%	-1	-17%
Cc1nc(CNS(=O)(=O)c2cc(C)c(C)cc2C)cs1	1%	-2	-12%	-2%	7%	1	20%
Cc1cccc(C)c1-n1c(C)cc(/C=N/NC(N)=S)c1C	.	-4	1%	-21%	0%	-2	?
COc1ccc(/C=N/n2cnc3c([nH]c4ccc(F)cc43)c2=O)cc1CSc1ccccn1	-7%	6	4%	-8%	5%	-1	25%
Cn1cc(C(=O)N2CCCC(Nc3ccc(F)cc3)C2)c2ccccc21 (centres undefined)	-4%	-5	-3%	143%[activator]	-15%	-3	-8%
Cc1cc(/C=C2\C(=O)NC(=O)N(c3cccc(F)c3)C2=O)c(C)n1-c1ccc(C(=O)O)c(Cl)c1	17%	-6	-15%	-23%	6%	-4	?
Cc1c(NC(=O)CN2C(=O)NC3(CCCCC3C)C2=O)cccc1[N+](=O)[O-] (centres undefined)	-9%	.	-6%	-17%	.	.	?
COC(=O)c1cccc(COC(=O)c2ccc(N(C)C)cc2)c1	47%[activator]	19	-1%	-11%	2%	-3	20%

Compound profiles, from the list above. Values in the order: Pf growth 48h	Shiga inhibitor	Tb PYK inh	AmpC no deterg	LmPK inh	Cycloheximide cs	Pf growth 96h
Results for COC(=O)c1cccc(COC(=O)c2ccc(N(C)C)cc2)c1 = 47%[activator]	19	-1%	-11%	2%	-3	20%
Results for Cc1c(NC(=O)CN2C(=O)NC3(CCCCC3C)C2=O)cccc1[N+](=O)[O-] (centres undefined) = -9%	.	-6%	-17%	.	.	?
Results for O=c1c2ccccc2ncn1-c1cccc(Cl)c1 = 71%[activator]	1	-4%	-13%	2%	-1	-17%
Results for Cc1cc(/C=C2\C(=O)NC(=O)N(c3cccc(F)c3)C2=O)c(C)n1-c1ccc(C(=O)O)c(Cl)c1 = 17%	-6	-15%	-23%	6%	-4	?
Results for Cn1cc(C(=O)N2CCCC(Nc3ccc(F)cc3)C2)c2ccccc21 (centres undefined) = -4%	-5	-3%	143%[activator]	-15%	-3	-8%

Later entries:
SMILES	Pf growth 48h	Shiga inhibitor	Tb PYK inh	AmpC no deterg	LmPK inh	Cycloheximide cs	Pf growth 96h
O=C(COC(=O)CNC(=O)c1ccc(Cl)c([N+](=O)[O-])c1)NC(=O)CN1CCCC1=O	-27%	.	10%	-14%	.	.	28%
CCSc1nc(=S)n(-c2ccccc2)c(C)c1C(C)=O	.	-10	3%	-9%	-2%	-4	-15%
Cc1ccc(C(=O)Oc2ccc(-c3nnco3)cc2)o1	53%[activator]	.	-7%	-7%	.	.	?
CCC(=O)O[C@@]1(C(=O)CCl)C(C)CC2C3CCC4=CC(=O)C=C[C@@]4(C)[C@]3(F)C(O)C[C@]21C (some centres undefined)	6.7µM*	.	-4%	.	.	.	3.4µM*
CC(=O)N1c2ccc(S(=O)(=O)N3CCC(C(=O)Nc4cccc(C)c4)CC3)cc2CC1C (centres undefined)	?	-5	3%	-7%	-1%	2	37%[activator]
Cc1cccc(NC(=O)CN2C(=O)S/C(=C\c3ccccn3)C2=O)c1	-17%	-6	-1%	-11%	1%	-3	4.1µM*
CCc1nnc(NS(=O)(=O)c2ccc(NC(=S)NC(=O)c3ccncc3)cc2)s1	87%[activator]	3	3%	-10%	-1%	-3	56%[activator]
NC1=NC(=O)/C(=C\c2cc([N+](=O)[O-])ccc2Cl)S1	11%	-15	-9%	-10%	-1%	3	1%
CN(c1ccc(C(=O)Nc2ccc(F)cc2F)cc1)S(=O)(=O)c1ccccc1	-4%	-17	3%	-37%	-4%	2	?
COc1ccccc1-c1nnc2n1N=C(c1ccc(O)c(O)c1)CS2	?	-28	-15%	-40%	0%	-8	44%[activator]
CCCCCc1nnc(NC(=O)c2ccc(=O)n(C)n2)s1	-12%	24	0%	0%	1%	0	-13%
O=C(C[n+]1ccccc1)N/N=C/c1ccc(F)cc1	?	-4	-2%	-12%	-1%	11	?
C=CCONC(=O)c1cc(OCC(F)(F)F)ccc1OCC(F)(F)F	1%	-7	-10%	-2%	-1%	-2	4%
Cc1ccn2cc(C(=O)Nc3nnc(C)s3)nc2c1	63%[activator]	35	14%	-21%	2%	2	4.1µM*
COc1ccc(COC(=O)C2=C(C)NC(=O)NC2c2cc(OC)ccc2OC)cc1 (centres undefined)	?	-10	3%	-1%	0%	-2	?
Cc1ccc(C2CC(C(F)(F)F)n3ncc(C(N)=O)c3N2)cc1 (centres undefined)	4%	-22	-6%	23%	-2%	-1	-7%
Cc1cc2ccccn2c1C(=O)c1ccc(C#N)cc1	-13%	2	3%	-26%	2%	8	-16%
Cn1c(SCCSc2nnc(-c3ccccc3)n2C)nnc1-c1ccccc1	0%	30	.	-7%	4%	-3	?
CN(C)CCn1c2c(c(SCC(=O)Nc3ccccc3C(F)(F)F)nc1=O)CCCC2	6%	.	-3%	-7%	.	.	?
CCOC(=O)c1[nH]c(C)c(C(=O)N2CCN(c3ccccc3)CC2)c1C	?	-12	-2%	76%[activator]	1%	-1	8%

A section taken from the entries so far, for reference:
SMILES	Pf growth 48h	Shiga inhibitor	Tb PYK inh	AmpC no deterg	LmPK inh	Cycloheximide cs	Pf growth 96h
CCCCCc1nnc(NC(=O)c2ccc(=O)n(C)n2)s1	-12%	24	0%	0%	1%	0	-13%
O=C(C[n+]1ccccc1)N/N=C/c1ccc(F)cc1	?	-4	-2%	-12%	-1%	11	?

The list goes on:
SMILES	Pf growth 48h	Shiga inhibitor	Tb PYK inh	AmpC no deterg	LmPK inh	Cycloheximide cs	Pf growth 96h
COC(=O)c1ccc(C(C(=O)NC2CCCCC2)N(Cc2ccccc2)C(=O)Cc2cccs2)cc1 (centres undefined)	-8%	-6	3%	-22%	1%	-2	-27%
Cn1c(SCc2c(Cl)cccc2Cl)nnc1-c1ccc2nonc2c1	?	-12	-3%	-24%	3%	0	?
O=S(=O)(Nc1ccc(Cl)nn1)c1ccccc1	-2%	-18	-9%	-8%	1%	8	-56%[1.15 µM]
CCCCC(C(=O)OCC)C(N)Cc1ccc(F)cc1 (centres undefined)	?	-15	-2%	17%	1%	16	45%
CCN=C1S/C(=C\c2ccc(OCC)c(OC)c2)C(=O)N1CC	-2%	-9	3%	-7%	2%	-1	?
Cn1c(N)c(C(=O)COC(=O)CCCc2nc3ccccc3s2)c(=O)n(C)c1=O	8%	-2	8%	143%[activator]	4%	-3	-12%
CC1CN(C(=O)c2cc(-c3ccncc3)nc3ccccc23)CC(C)O1 (centres undefined)	-29%	.	2%	-4%	.	.	-10%
CCOC(=O)C(CC)Sc1nc2c(c(=O)[nH]c(=O)n2C)n1C/C=C(/C)Cl (centres undefined)	?	-11	?	34%	1%	-4	.
Cc1c(-c2ccccc2)nc2ccccc2c1C(=O)O	-2%	-6	-10%	-4%	2%	-2	-5%
O=C(Nc1ccccc1Cl)c1ccc(S(=O)(=O)NCC2CCCO2)cc1 (centres undefined)	22%	24	-1%	-8%	-3%	-2	?
O=C(CN1C(=O)COc2ccc(Cl)cc21)N1CCc2ccccc21	28%	-3	-6%	1%	-2%	1	?
Clc1ccccc1-c1ccc2ncnc(NCc3ccc4c(c3)OCO4)c2c1	8.3µM*	.	-9%	-18%&0%	.	.	3.7µM*
Clc1ccc(SCCn2ccnc2)cc1	-17%	10	-5%	-19%	-6%	-2	13µM*
CN(C)c1cccc(C(=O)OCc2cc(=O)oc3cc(O)ccc23)c1	12µM*	49	6%	18µM*	22%	16*	.
O=C(Nc1ccc(OC(F)(F)F)cc1)Oc1ccccc1N1CCOCC1	?	-2	4%	-21%	-4%	-2	32%[activator]
CCN(C(=O)C1CCN(S(=O)(=O)c2ccc3c(c2)oc(=O)n3C)CC1)c1cccc(C)c1	.	-11	1%	2%	10%	-3	?
CCOC(=O)[C@@H]1C(c2c(OC)cc(OC)cc2OC)=NO[C@@H]1C(=O)OCC	1%	13	1%	-8%	3%	0	13%
COC(=O)COc1ccc(S(=O)(=O)Nc2cc([N+](=O)[O-])ccc2C)cc1	5%	-8	3%	-43%	2%	1	-20%
Cn1c(N/N=C/c2cccs2)nc2c1c(=O)n(Cc1ccccc1)c(=O)n2C	-9%	-6	-1%	-20%	2%	3	?
CC(C)N1C/C(=C/c2ccsc2)C(=O)/C(=C/c2ccsc2)C1	?	-7	-10%	-17%	4%	15*	?
COc1cc(NC(=S)NNC(=O)C(C)(C)O)cc(OC)c1	-1%	1	-9%	-11%	1%	1	13%
Cc1ccc(C(=O)OCCN2CCN(c3ncc(C(F)(F)F)cc3Cl)CC2)cc1	37%[activator]	-5	-6%	62%[activator]	5%	-1	88%[activator]
Cc1ccc(NC(=O)CNC(=O)N2CC(=O)Nc3ccccc32)cc1F	9%	-4	-22%	-7%	3%	-2	18%
Cc1cc(C)c(C#N)c(SCc2ccccc2C(=O)O)n1	31%[activator]	-1	-8%	-10%	18%	-4	?
CN(CC(=O)Nc1cccc2c1CCCC2)S(=O)(=O)c1ccc(Cl)cc1	-10%	-8	-1%	-19%	6%	-2	-6%
O=C(NCCOCCOCCNC(=O)c1ccccc1)c1ccccc1	5%	-7	-3%	1%	-1%	-4	?
